Spn PMK inh: S. pneumoniae PMK inhibitors, primary screen, biochemical, mevalonate pathway, pilot trial included; purified PMK, PK/LDH-coupled NADH absorbance 340 nm; inhibition, % at 10 µM; 65,000 tested, 0.49% active; AID 539, 2006;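 active means top-ranked compounds by inhibition in the single 10 µM screen, taking a fixed number of the strongest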;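 further: 0% = full reaction with DMSO carrier and 100% = background rate without enzyme reaction; no value below 0 was filed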
HT1080 cytotoxicity: cytotoxicity in HT1080 fibrosarcoma cells, cell-based, fluorescence readout (AID 620); HT1080 viability, fluorescence; higher % means a stronger effect; one-dose cytotoxicity, % at 10 µM; EC50 in µM for titrated hits; 87,000 tested, 0.42% active;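 further: cells exposed to compound overnight then 4 h with Alamar Blue; 0% = vehicle DMSO and 100% = killing control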
MK inhibit: S. pneumoniae MK inhibitors, primary screen, biochemical, PK/LDH-coupled NADH absorbance; mevalonate kinase [Streptococcus pneumoniae D39]; purified MK, PK/LDH-coupled NADH absorbance 340 nm; inhibition, % at 10 µM; 65,000 tested, 0.48% active;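 active means ranked among the strongest by inhibition in the single 10 µM screen, a fixed top-ranked set picked for dose follow-up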; further: no value below 0 was filed
Spn DPM-DC inh: S. pneumoniae DPM-DC inhibitors, primary screen, biochemical, PK/LDH-coupled NADH fluorescence; diphosphomevalonate decarboxylase (Streptococcus pneumoniae D39); purified DPM-DC; calls only at 10 µM; 65,000 tested, 0.49% active;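 active means the 320 compounds with the highest percent inhibition in the single-dose primary screen, excluding strongly autofluorescent ones, cut at about 32% in these data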;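 further: kinetic rate of NADH fluorescence loss reporting ADP formed by the decarboxylase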
KRASV12 cytotoxicity: cytotoxicity in KRAS-transformed pancreatic duct cells, primary screen, cell-based, fluorescence, HTS (AID 431); cytotoxicity, % at 10 µM; hits with a dose series show EC50 in µM; HPDE-C7K KRASV12 cells, Alamar Blue viability, 48 h; higher % means a stronger effect; 63,000 tested, 1.7% active;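 active means compounds whose percent cytotoxicity in the single-dose primary screen, scaled between solvent and toxic-drug controls, exceeds 50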;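 further: 0% = DMSO solvent wells and 100% = doxorubicin-treated wells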
TNAP inhibition: human TNAP enzyme inhibitors, biochemical, luminescent (AID 518); Alkaline phosphatase, tissue-nonspecific isozyme (Homo sapiens); purified TNAP enzyme, luminescent substrate readout; higher % means a stronger effect; inhibition, % at 20 µM, or IC50 in µM where a hit was titrated; 64,000 tested, 0.09% active; in the data active means a potency from the dose series; inactive means the rest, 99 in 100 with inhibition below about 22%;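 further: plate controls were vehicle for no effect and reference inhibitor for full effect; many of its hits are not listed in these tables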
Bfl-1 inhibitors: Bfl-1 inhibitors, primary screen, biochemical, fluorescence polarization, FITC-Bid, mouse (AID 432); FITC-Bid BH3 peptide fluorescence polarization displacement; higher % means a stronger effect; 64,000 tested, 0.02% active; one-dose displacement, % at 20 µM; IC50 in µM for titrated hits; Bcl-2-related protein A1 (Mus musculus); in the data active means a potency from the dose series; inactive means the rest, 99 in 100 with displacement below about 15%; further: strong numbers were not always called active
LYP phosphatase: LYP phosphatase inhibitors, primary screen, biochemical, DiFMUP fluorescence, recombinant catalytic domain, 10 µM (AID 606); Tyrosine-protein phosphatase non-receptor type 22 (Homo sapiens); recombinant LYP catalytic domain, DiFMUP fluorescence; higher % means a stronger effect; one-dose inhibition, % at 10 µM; IC50 in µM for titrated hits; 52,000 tested, under 10 active;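 active means IC50 under 40 µM in the dose-response test; inactive means IC50 of 40 µM or more, or never dose-tested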
HPDE-C7 viability: cytotoxicity in HPDE-C7 cells, cell-based, fluorescence, HTS (AID 430). HPDE-C7 pancreatic duct cells viability, fluorescence; higher % means a stronger effect. cytotoxicity, % at 10 µM, or EC50 in µM where a hit was titrated. 63,000 tested, 1.8% active;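 further: cells exposed to compound for 48 hours before viability readout; 0% = vehicle and 100% = reference cytotoxic drug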
Spn PMK inh pilot replicates: second read-out of Spn PMK inh, no call of its own (marks repeat the call); inhibition, %; measured here: pilot screen replicates
MK inhibit pilot replicates: second read-out of MK inhibit, no call of its own (marks repeat the call); inhibition, %; measured here: pilot screen replicates
Spn DPM-DC inh pilot screen %: recorded beside Spn DPM-DC inh, whose call it bears; inhibition, %; measured here: pilot screen trials
Active calls of the source: *; i = inactive; · = no result given. Unless noted, no stated cut-off is given here; in the data, active means cytotoxicity above about 50%; inactive means the rest. Not a hit list, and some 3.5% of all compounds hit somewhere here.

SMILES | Spn PMK inh | HT1080 cytotoxicity | MK inhibit | Spn DPM-DC inh | KRASV12 cytotoxicity | TNAP inhibition | Bfl-1 inhibitors | LYP phosphatase | HPDE-C7 viability | others
O=S(=O)(N1CCCCC1)N1CCN(S(=O)(=O)N2CCCCC2)CC1 | 10 | -4% | 0 | i | -2% | 7% | -5% | 1% | 0%
Cc1ncoc1C(=O)Nc1ccc(Oc2ccccc2)cc1 | 12 | -2% | 7 | i | -7% | 6% | -4% | · | -21%
COc1ccc2nc3oc(C(=O)N4CCCCC4)cc3cc2c1 | 9 | 1% | 0 | · | 1% | 6% | 11% | 4% | -18% | Spn PMK inh pilot replicates=8.5;MK inhibit pilot replicates=0.0
O=S(=O)(c1ccc(F)c(Cl)c1)N1CCCC1 | 4 | 0% | 10 | i | 9% | 25% | -4% | -6% | 12% | Spn PMK inh pilot replicates=0.0;MK inhibit pilot replicates=0.0;Spn DPM-DC inh pilot screen %=1.0
O=C(NCc1ccco1)C1CC(=O)N(c2ccc(F)cc2)C1 (stereo not drawn) | 6 | 0% | 5 | i | -2% | 5% | -5% | -18% | -21% | Spn PMK inh pilot replicates=0.0;MK inhibit pilot replicates=0.0;Spn DPM-DC inh pilot screen %=0.0
Cc1ccc(CC(CC(=O)O)C(=O)NC2CCCCC2)cc1 (stereo not drawn) | 6 | 1% | 8 | i | 3% | -5% | -4% | · | 4%
N#CCSc1nc2[nH]ncc2c(=O)n1-c1ccccc1Br | 1 | 2% | 0 | i | -3% | -12% | 0% | 1% | -8%
CCN(CC)c1nc2n(c(=O)n1)CCN2CC | 5 | -4% | 0 | i | 14% | 6% | -3% | · | 8%
COc1ccc2c(c1)C=CC1(O2)N(CCO)c2ccccc2C1(C)C (stereo not drawn) | 11 | 9% | 0 | i | 23% | 13% | 2% | 0% | 33%
Nc1c(C(=O)CCC(=O)O)oc2ccc(Cl)cc12 | 12 | -7% | 0 | i | 0% | 5% | 0% | 6% | 1%
Cc1nccn1CCc1nc(N)nc(N)n1 | 11 | · | 6 | i | -9% | 5% | 1% | 2% | -3%
COc1ccccc1OCc1nnc(SCC(=O)c2cc(Cl)ccc2OC)o1 | 2 | -4% | 2 | i | 4% | 8% | 3% | -2% | -4%
Cn1c(=O)c2[nH]c(N3CCOCC3)nc2n(-c2ccccc2)c1=O | 18 | 7% | 14 | i | -3% | 4% | -10% | 7% | 4%
Nc1ccc(-c2nc3ccc(-c4nc5ccccc5o4)cc3[nH]2)cc1 | 5 | -1% | 0 | · | 66%* | 9% | 16% | -2% | 76%*
CCC(=O)Nc1ccc(Nc2ccccc2)cc1 | 7 | 3% | 8 | i | -7% | 1% | -2% | · | 0%
CC(=O)NC12CC3CC(C)(C1)CC(NC(C)=O)(C3)C2 | 0 | -3% | 10 | i | -14% | 4% | 0% | · | 4%
COc1ccccc1-n1cc(C(=O)NCC(=O)N2CCN(c3ccccn3)CC2)c2ccccc2c1=O | 0 | 2% | 4 | i | · | 7% | -2% | 6% | ·
COc1ccc(S(=O)(=O)N(C)CC(=O)N2CCOCC2)cc1 | 3 | 0% | 4 | i | 3% | 8% | -1% | 5% | -4%
CCOc1cc(C)c(Cl)cc1S(=O)(=O)n1cnc2ccccc21 | 1 | 4% | 8 | i | 7% | 7% | -5% | 26% | 6%
O=C(CN1CCOCC1)Nc1ccc(Oc2ccc(NC(=O)CN3CCOCC3)cc2)cc1 | 0 | 1% | 11 | i | -3% | 2% | -1% | 3% | -15%
Nc1nc(CN2CCCCC2)cs1 | 21 | 6% | 2 | i | -12% | 4% | 6% | 2% | -7%
COc1ccc(C(=O)c2sc(NC(C)C)nc2N)cc1OC | 0 | 2% | 10 | i | -13% | 2% | 1% | 9% | -6%
CCOc1cc(C(=O)NCC2CCCO2)cc(OCC)c1OCC (stereo not drawn) | 0 | 2% | 0 | i | -13% | 9% | 3% | -1% | -20% | Spn PMK inh pilot replicates=0.0;MK inhibit pilot replicates=0.0;Spn DPM-DC inh pilot screen %=0.0
O=C(NCC1CCCO1)C1CC(=O)N(c2ccc(F)c(Cl)c2)C1 (stereo not drawn) | 0 | 3% | 7 | i | -2% | 3% | 5% | 7% | 3%
Cc1nn2c(=O)c(NC(=O)c3ccc(F)cc3)cnc2s1 | 6 | -1% | 9 | i | -2% | 2% | 4% | 18% | -8%

6 entries picked at random from those above, as already listed:
SMILES | Spn PMK inh | HT1080 cytotoxicity | MK inhibit | Spn DPM-DC inh | KRASV12 cytotoxicity | TNAP inhibition | Bfl-1 inhibitors | LYP phosphatase | HPDE-C7 viability | others
O=C(CN1CCOCC1)Nc1ccc(Oc2ccc(NC(=O)CN3CCOCC3)cc2)cc1 | 0 | 1% | 11 | i | -3% | 2% | -1% | 3% | -15%
COc1ccc(C(=O)c2sc(NC(C)C)nc2N)cc1OC | 0 | 2% | 10 | i | -13% | 2% | 1% | 9% | -6%
Nc1nc(CN2CCCCC2)cs1 | 21 | 6% | 2 | i | -12% | 4% | 6% | 2% | -7%
CCOc1cc(C(=O)NCC2CCCO2)cc(OCC)c1OCC (stereo not drawn) | 0 | 2% | 0 | i | -13% | 9% | 3% | -1% | -20% | Spn PMK inh pilot replicates=0.0;MK inhibit pilot replicates=0.0;Spn DPM-DC inh pilot screen %=0.0
Cc1ccc(CC(CC(=O)O)C(=O)NC2CCCCC2)cc1 (stereo not drawn) | 6 | 1% | 8 | i | 3% | -5% | -4% | · | 4%
COc1ccccc1-n1cc(C(=O)NCC(=O)N2CCN(c3ccccn3)CC2)c2ccccc2c1=O | 0 | 2% | 4 | i | · | 7% | -2% | 6% | ·

Going on with the list.
SMILES | Spn PMK inh | HT1080 cytotoxicity | MK inhibit | Spn DPM-DC inh | KRASV12 cytotoxicity | TNAP inhibition | Bfl-1 inhibitors | LYP phosphatase | HPDE-C7 viability | others
COC(=O)N1CCN(c2ccc(OC)cc2)CC1 | 6 | 0% | 13 | i | 1% | 10% | -4% | 2% | 7%
CCN1CCN(Cc2c(C)[nH]c3ccc(OC)cc3c2=O)CC1 | i | · | i | i | -15% | 6% | 7% | 14% | -10% | Spn PMK inh pilot replicates=0.5;MK inhibit pilot replicates=0.0;Spn DPM-DC inh pilot screen %=5.0
CCN(c1ccccc1)S(=O)(=O)c1cccc(C(=O)O)c1 | 17 | 0% | 7 | i | -22% | 6% | -3% | 2% | -33%
COc1ccccc1N1CCN(CCCCOc2ccc(F)cc2)CC1 | 3 | 22% | 3 | i | 19% | 14% | -12% | · | 9%
COc1ccc(S(=O)(=O)NC2CCCC2)cc1Br | 5 | -7% | 5 | i | 9% | 8% | -6% | -11% | 13%
CC(=O)Cn1c(CN2CC(C)CC(C)C2)nc2c1c(=O)n(C)c(=O)n2C (stereo not drawn) | 9 | 0% | 10 | i | 6% | 14% | -5% | 8% | -7%
Cc1cc(C(F)F)n2nc(C(=O)NCc3ccccc3F)nc2n1 | 0 | 0% | 7 | i | -19% | 6% | -5% | -1% | -12%
Cc1ccc(NC(=O)CCCCCC2NC(=O)NC2C)cc1 (stereo not drawn) | 0 | 3% | 5 | i | -11% | -14% | 12% | 5% | -27%
CC1(C)C(c2ccc(Cl)cc2)=[N+]([O-])C2(CCCC/C2=N\O)N1O (stereo not drawn) | 12 | 0% | 6 | i | 1% | 10% | 1% | 6% | -6%
COC(=O)C1C(=O)C2=C(CC1C)NC(C)=C(C(=O)OC1CCCC1)C2c1ccc(N(C)C)cc1 (stereo not drawn) | 0 | 1% | 10 | i | -5% | 5% | -5% | -5% | -6%
Cc1cccc(OCC(=O)N2CCN(C(=O)CCC3CCCC3)CC2)c1 | 20 | -4% | 11 | i | 1% | 7% | 2% | 2% | 6%
Cc1noc(C)c1S(=O)(=O)Nc1ccc(C(=O)NCc2ccccc2)cc1 | 9 | 0% | 8 | i | -3% | 9% | -2% | · | -2%
Cc1ccc(C(C(=O)NC2CCCCC2)N2CCCC2)cc1 (stereo not drawn) | 6 | 27% | 5 | i | 2% | -4% | -1% | -4% | 0%
O=C(Cc1ccccc1)Nc1ccc2oc(-c3ccncc3)nc2c1 | 2 | 1% | 8 | · | 16% | 0% | 2% | 10% | -3%
CSc1cccc(NC(=O)CN(c2cc(C)ccc2C)S(C)(=O)=O)c1 | 19 | 0% | 8 | i | 16% | -7% | 6% | 7% | 5%
Cc1cccc(-n2c(Cc3cc(=O)[nH]c(=O)[nH]3)nnc2SCC(=O)NCC2CCCO2)c1 (stereo not drawn) | 0 | -1% | 6 | i | -10% | -3% | -4% | -3% | -2%
COc1ccc(NC(=O)CN2CCC(NC(=O)C3CCCCC3)CC2)cc1 | 19 | 17% | 0 | i | 0% | 2% | -8% | 24% | 7%
CC(=O)n1nc(-c2ccco2)nc1N | 13 | 3% | 7 | i | -17% | 9% | -1% | 10% | -20%
CCn1c2ccccc2c2nnc(SCC(=O)N3CC(C)OC(C)C3)nc21 (stereo not drawn) | 15 | -2% | 6 | i | 9% | 6% | 0% | 13% | 0%
Cc1cccn2c(=O)c3cc(C#N)c(=N)n(Cc4cccnc4)c3nc12 | 0 | 20% | 10 | i | 4% | 6% | 4% | -2% | 12%
CCS(=O)(=O)c1ccc2oc(Nc3ccccc3C)nc2c1 | 7 | 0% | 1 | i | 4% | 10% | -10% | 1% | -8%
Cn1c(=O)c(-c2ccccc2N)nc2ccccc21 | 2 | -2% | 0 | i | · | · | · | -2% | ·
O=C(c1ccccc1)N1CCN(c2ccc(Cl)cc2)CC1 | 2 | -12% | 7 | i | -5% | -1% | -1% | 15% | -11%
CC(=O)NC(CCS(C)(=O)=O)C(=O)Nc1c(C)cccc1C (stereo not drawn) | 1 | -2% | 47* | i | 1% | 9% | 1% | 2% | 10%

An excerpt from further up, as a working copy:
SMILES | Spn PMK inh | HT1080 cytotoxicity | MK inhibit | Spn DPM-DC inh | KRASV12 cytotoxicity | TNAP inhibition | Bfl-1 inhibitors | LYP phosphatase | HPDE-C7 viability | others
Cn1c(=O)c(-c2ccccc2N)nc2ccccc21 | 2 | -2% | 0 | i | · | · | · | -2% | ·
O=C(c1ccccc1)N1CCN(c2ccc(Cl)cc2)CC1 | 2 | -12% | 7 | i | -5% | -1% | -1% | 15% | -11%
CC(=O)NC(CCS(C)(=O)=O)C(=O)Nc1c(C)cccc1C (stereo not drawn) | 1 | -2% | 47* | i | 1% | 9% | 1% | 2% | 10%

Compound activity: PubChem, several laboratories
